Source: PubChem (National Center for Advancing Translational Sciences (NCATS))
p53ts 39C kill: qHTS Screen for Compounds that Selectively Target Cancer Cells with p53 Mutations: Cytotoxicity of p53ts Cells at the Nonpermissive Temperature; Potency, µM (titrated, usually from 46.1 µM), inactives show at the top dose activity change, negative = cell killing, actives largely listed as cytotoxic; 130,000 tested, 1.5% active; H1299-p53A138V viability at 39C, ATP luminescence, 24 h; AID 902, 2007; note: nearly all actives have a fitted effect of over 55% in size
IkB signaling: IkB Signaling | 110,000 tested, 0.04% active | Potency, µM (doses to about 57.1 µM), for inactives: at the highest dose IkBa stabilization activation | AID 445, 2006 | ABC-DLBCL IkBa-CBG/CBR dual luciferase ratio, 4 h; response scale: scaled: untreated 0%, proteasome inhibitor 100%; active = well fitted curve in the direction sought with a large enough effect in the signal ratio, not every such curve was filed as active; inconclusive = small, poorly fitted or top-dose-only effect, or a change in a side signal; the % refers to the signal ratio;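 note: the direction sought is a rising ratio; 0% = basal untreated cells and 100% = reference inhibitor full response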
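Curves were fitted separately to fusion (green), unfused (red) and ratio luminescence, then classed by r2, magnitude and activity. Cells: OCI-Ly3, 4 h compound plus doxycycline at 37C; 10 uM MG-132 defined full response.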
Imprint erasure: qHTS Assay for Compounds that Induce Erasure of Genomic Imprints | mouse ES Peg3-LacZ reporter, beta-gal luminescence, 40 h | Potency, µM (doses to about 60.7 µM), inactives show at the highest dose activity change, positive = activation, actives largely listed as activators | 110,000 tested, 0.02% active | AID 1948, 2009;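 note: 0% = negative control wells on the plate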
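Imprint erasure is scored as LacZ activity from the silenced maternal Peg3 allele in feeder-free female ES cells cultured 40 h with LIF. Luminescence is normalized to in-plate negative controls and fitted to the Hill equation.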
p53ts 32C tox: qHTS Screen for Compounds that Selectively Target Cancer Cells with p53 Mutations: Cytotoxicity of p53ts Cells at the Permissive Temperature. H1299-p53A138V at 32C, ATP luminescence viability, 24 h. Potency, µM (top dose mostly 46.1 µM), without a hit: at the highest dose activity change, negative = cytotoxicity, hits mostly cytotoxic. 130,000 tested, 0.93% active. AID 924, 2007;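 note: 0% = DMSO and -100% = full killing by reference compound; nearly all actives have a fitted effect of over 55% in size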
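ATP-content luminescence (ATPlite) read-out after 24 h compound exposure at 32C in H1299-p53A138V cells (600/well). Tested up to 46 uM. Normalized to DMSO (0%) and 100 uM tamoxifen (100% killing); Hill-fit AC50.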
The depositor's hits bear a star; [ ] = remark or other dose. Unless noted, calls come from the whole dose curve; as a rule, active = well fitted curve in the direction sought with a large enough effect; inconclusive = small, poorly fitted or top-dose-only effect, or another doubt; inactive = no such curve, though single readings can be large; an effect the other way counts as inactive or inconclusive. Unless noted, % is set by controls: 0 for no effect and ±100 for the full control effect; potency is the fitted concentration of half-maximal effect.

For COc1cccc(NS(=O)(=O)c2cc(C)ccc2OC)c1 the results were p53ts 39C kill 9%, IkB signaling -0.1%, Imprint erasure 21% and p53ts 32C tox 4%.
O=C(O)c1ccc(COc2c(F)c(F)c(F)c(F)c2F)o1 was read as p53ts 39C kill -3% and p53ts 32C tox -12%.
`Cc1ccc(-c2nnc3c4ccccc4c(C)nn23)cc1S(=O)(=O)N1CCN(C)CC1` gave p53ts 39C kill -10%, IkB signaling 3.2%, Imprint erasure -10% and p53ts 32C tox -2%.
For O=C(NCc1ccc(Cl)cc1)c1cc2cccc3c2n1CCS3 the results were p53ts 39C kill -14%, IkB signaling inconclusive, Imprint erasure 14%[10.9 µM] and p53ts 32C tox -13%.
For CCOc1ccc(N(C)C(=O)c2oc(=O)c3ccccc3c2-c2ccccc2)cc1 the results were p53ts 39C kill -22%, IkB signaling inconclusive, Imprint erasure -5%[10.9 µM] and p53ts 32C tox 20%.
Screening COc1ccc(NC(=O)C2CCCN(S(=O)(=O)c3cccs3)C2)cc1 (stereo not drawn) returned p53ts 39C kill -10%, IkB signaling inconclusive, Imprint erasure 14%[10.9 µM] and p53ts 32C tox 0%.
Screening Cn1c(=O)c2c(SCC(=O)Nc3ccc(F)cc3F)nc(C3CCCC3)nc2n(C)c1=O returned p53ts 39C kill 4%, IkB signaling inconclusive, Imprint erasure -6%[10.9 µM] and p53ts 32C tox 2%.
`COc1ccc(-c2nnc(SC(C)C(=O)Nc3nccs3)n2-c2ccccc2)cc1OC` (stereo not drawn) gave p53ts 39C kill 4%, IkB signaling 4.1%, Imprint erasure -8% and p53ts 32C tox 11%.
For O=C(Nc1cccc(-c2nc3ncccc3o2)c1)c1ccc(-c2cccc(Cl)c2Cl)o1 the results were p53ts 39C kill 13µM*, IkB signaling inconclusive, Imprint erasure -13%[10.9 µM] and p53ts 32C tox 10µM*.
For COc1ccc(NC(=O)c2sc3nc(-c4ccc(OC)cc4)cc(C(F)(F)F)c3c2N)cc1 the results were p53ts 39C kill -2%, IkB signaling 4.2%, Imprint erasure -8%[10.9 µM] and p53ts 32C tox 4%.
For CSc1ccccc1NC(=O)Nc1ccccc1 the results were p53ts 39C kill 4%, IkB signaling inconclusive, Imprint erasure -71%[inhibitor] and p53ts 32C tox -7%.
Cc1c(C(=O)N(C)Cc2ccccc2)oc2ccc(S(=O)(=O)N3CCCC3)cc12 was read as p53ts 39C kill 0%, IkB signaling inconclusive, Imprint erasure -17% and p53ts 32C tox inconclusive.
Screening COc1ccc(C)cc1NC(=O)c1cc(S(=O)(=O)N2CCOCC2)cn1C returned p53ts 39C kill 5%, IkB signaling 2.7%, Imprint erasure -4%[10.9 µM] and p53ts 32C tox -6%.
`COc1cccc(NC(=O)C(C)Oc2ccccc2)c1` (stereo not drawn) gave p53ts 39C kill 6%, IkB signaling -2.9%, Imprint erasure -4% and p53ts 32C tox -6%.
CCc1cccc(C)c1NC(=O)CN(C)S(=O)(=O)c1cccc2nsnc12 was read as p53ts 39C kill 30%, IkB signaling -0.8%, Imprint erasure -3%[10.9 µM] and p53ts 32C tox 0%.
Screening COc1ccc(NC(=O)c2ccc(NC(=O)CCS(=O)(=O)c3cccs3)cc2)cc1 returned p53ts 39C kill 8%, IkB signaling 0.7%, Imprint erasure -11%[10.9 µM] and p53ts 32C tox -7%.
Screening CCc1ccc(C2CC(c3ccccc3)Nc3nc(N)nn32)cc1 (stereo not drawn) returned p53ts 39C kill -3%, IkB signaling -1.8%, Imprint erasure 1% and p53ts 32C tox 1%.
`CCc1ccc(Sc2cc(C(=O)NCc3cccc(OC)c3)c3ccccc3n2)cc1` gave p53ts 39C kill -22%, IkB signaling inconclusive, Imprint erasure -11%[10.9 µM] and p53ts 32C tox 1%.
Nc1ncnc2nc(N3CCN(C(=O)c4ccccc4)CC3)[nH]c12 was read as p53ts 39C kill 8%, IkB signaling -1.2% and p53ts 32C tox -4%.
For COCc1cc(C)nc2sc(C(=O)OC)c(N)c12 the results were p53ts 39C kill -12%, IkB signaling -4.0%, Imprint erasure -16% and p53ts 32C tox -1%.
`CCOC(=O)N1C(=O)c2cc(OC)ccc2S1(=O)=O` gave p53ts 39C kill 4%, IkB signaling 1.3%, Imprint erasure 7% and p53ts 32C tox -7%.
`COc1cccc(COC(=O)c2ccc(-c3nnn(Cc4ccccc4)n3)cc2)c1` gave p53ts 39C kill 12%, IkB signaling -2.9%, Imprint erasure 12%[10.9 µM] and p53ts 32C tox -3%.
`O=C(C1CCCN(S(=O)(=O)c2cccc3nsnc23)C1)N1CCN(c2ccccn2)CC1` (stereo not drawn) gave p53ts 39C kill 0%, IkB signaling 2.4%, Imprint erasure -7% and p53ts 32C tox 4%.
O=c1[nH]c2ccccc2n1CCCSCCCn1c(=O)[nH]c2ccccc21 was read as p53ts 39C kill -10%, IkB signaling inconclusive, Imprint erasure -21% and p53ts 32C tox -16%.
For CC(=O)c1cccc(NC(=O)c2ccc(Cl)c(S(=O)(=O)N3CCOCC3)c2)c1 the results were p53ts 39C kill -1%, IkB signaling 15%, Imprint erasure -7%[10.9 µM] and p53ts 32C tox -3%.
For COCCn1nnnc1C1(N(Cc2cc3cc(C)ccc3[nH]c2=O)CC2CCCO2)CCN(C)CC1 (stereo not drawn) the results were p53ts 39C kill 4%, IkB signaling 1.0%, Imprint erasure 27% and p53ts 32C tox 3%.
Cc1cc(C)n(CCO)c(=O)n1 was read as p53ts 39C kill 12%, IkB signaling -1.3%, Imprint erasure -3% and p53ts 32C tox 0%.
CCc1nc(N)nc(N)c1-c1ccc(Cl)cc1 was read as p53ts 39C kill inconclusive, IkB signaling -0.6%, Imprint erasure 3% and p53ts 32C tox inconclusive.
For Cc1ccc(CNC(=O)Cn2c3ncccc3c(=O)n2-c2ccccc2)cc1 the results were p53ts 39C kill -17%, IkB signaling inconclusive, Imprint erasure -3%[10.9 µM] and p53ts 32C tox 11%.
For Cc1ccc(C)c(NC(=O)N2CCc3cc(S(=O)(=O)N4CCC(C)CC4)ccc32)c1 the results were p53ts 39C kill 6%, IkB signaling inconclusive, Imprint erasure -4%[10.9 µM] and p53ts 32C tox 2%.
For CCCC/C=C/C(NC(=O)C(C)(C)C)c1ccccc1 (stereo not drawn) the results were p53ts 39C kill 11%, Imprint erasure -17% and p53ts 32C tox 12%.
Screening Cc1ccccc1-c1ccc2ncnc(NC3CC3)c2c1 returned p53ts 39C kill -14%, IkB signaling 0.6%[11.4 µM], Imprint erasure -15% and p53ts 32C tox 11%.
Screening COc1cc2c(cc1OC)CN(C(=O)C(C)(C)C)CC2 returned p53ts 39C kill 1%, IkB signaling -1.1%, Imprint erasure -2% and p53ts 32C tox -1%.
For Cc1ccc(NCc2nnc(SCC(=O)c3ccc4c(c3)OCCO4)o2)c(C)c1 the results were p53ts 39C kill 3%, IkB signaling 0.9%, Imprint erasure 9% and p53ts 32C tox -6%.
Screening CC(C)c1ccc(S(=O)(=O)N2CCN(CCC(=O)Nc3ccc(N(C)C)cc3)CC2)cc1 returned p53ts 39C kill -8%, IkB signaling inconclusive, Imprint erasure -21% and p53ts 32C tox -1%.
`CCNC(=O)CCSc1nnc(-c2ccc(O)cc2)o1` gave p53ts 39C kill -4%, IkB signaling -1.8%, Imprint erasure -7%[10.9 µM] and p53ts 32C tox -17%.
`CC[C@@H](C)[C@H](NC(=O)OC(C)(C)C)c1nnc(S(=O)(=O)Cc2cc(C)ccc2C)o1` gave p53ts 39C kill inconclusive, IkB signaling inconclusive, Imprint erasure -42%[inhibitor] and p53ts 32C tox inconclusive.
Screening CCCNC(=O)c1ccc(SC)cc1OC returned p53ts 39C kill -2%, IkB signaling 1.7%, Imprint erasure -12% and p53ts 32C tox 3%.
CCOC(=O)C(Cc1c[nH]c2ccccc12)NC(=O)CNC(C)=O (stereo not drawn) was read as p53ts 39C kill 1%, IkB signaling -0.2%, Imprint erasure 6% and p53ts 32C tox 5%.
Cc1cc(C)cc(NC(=O)c2sc3nc(-c4ccccc4)cn3c2C)c1 was read as p53ts 39C kill -26%, IkB signaling inconclusive, Imprint erasure -12%[10.9 µM] and p53ts 32C tox -9%.

Molecules shown so far with a furan ring, fused or not:
O=C(O)c1ccc(COc2c(F)c(F)c(F)c(F)c2F)o1 was read as p53ts 39C kill -3% and p53ts 32C tox -12%.
For O=C(Nc1cccc(-c2nc3ncccc3o2)c1)c1ccc(-c2cccc(Cl)c2Cl)o1 the results were p53ts 39C kill 13µM*, IkB signaling inconclusive, Imprint erasure -13%[10.9 µM] and p53ts 32C tox 10µM*.
Cc1c(C(=O)N(C)Cc2ccccc2)oc2ccc(S(=O)(=O)N3CCCC3)cc12 was read as p53ts 39C kill 0%, IkB signaling inconclusive, Imprint erasure -17% and p53ts 32C tox inconclusive.

Later entries
Cn1c(=O)oc2cc(S(=O)(=O)NC(Cc3ccccc3)C(=O)Nc3ccc(F)cc3)ccc21 (stereo not drawn) was read as p53ts 39C kill -14%, IkB signaling inconclusive, Imprint erasure -10%[10.9 µM] and p53ts 32C tox 2%.
CCOCCCNC(=O)C(NC(=O)c1ccc2c(c1)OCO2)c1ccc(OC)cc1 (stereo not drawn) was read as p53ts 39C kill -5%, IkB signaling -1.2%, Imprint erasure -6% and p53ts 32C tox -1%.
`CC(C)CN1CCCC2(CCN(C(=O)c3cc(C(F)(F)F)cc(C(F)(F)F)c3)CC2)C1` gave p53ts 39C kill -6%, IkB signaling 5.3%[11.4 µM] and p53ts 32C tox 0%.
For CC1CN(c2nnnn2-c2ccccc2)CC(C)O1 (stereo not drawn) the results were p53ts 39C kill -2%, IkB signaling 2.3%, Imprint erasure -6% and p53ts 32C tox 6%.
For O=C(Cn1[nH]c(=O)c2ccccc2c1=O)NC1CCN(Cc2ccccc2)CC1 the results were p53ts 39C kill 4%, IkB signaling 0.3%, Imprint erasure -8% and p53ts 32C tox -7%.
Screening CN(C)c1ncc2nc(-c3cccc(C#N)c3)c(=O)n(C[C@H]3CCCO3)c2n1 returned p53ts 39C kill 3%, IkB signaling -3.6%[11.4 µM], Imprint erasure -11% and p53ts 32C tox -12%.
Screening COC(=O)c1[nH]c2ccccc2c1NC(=O)Oc1ccccc1 returned p53ts 39C kill -21%, IkB signaling 1.9%, Imprint erasure -69%[inhibitor] and p53ts 32C tox -14%.
Screening CCCC(=O)Nc1nc2ccc(OCC)cc2s1 returned p53ts 39C kill -15%, IkB signaling 2.4%, Imprint erasure -30% and p53ts 32C tox -24%.
Screening CCOc1ccc(NC(=O)Cn2c(=O)oc3cc(S(=O)(=O)N4CCCCCC4)ccc32)cc1 returned p53ts 39C kill -7%, IkB signaling 1.4%, Imprint erasure -23%[10.9 µM] and p53ts 32C tox 1%.
Screening Nc1nc(Cn2nnc(-c3ccccc3Cl)n2)nc(N2CCOCC2)n1 returned p53ts 39C kill -3%, IkB signaling -1.7%, Imprint erasure -1% and p53ts 32C tox 5%.
COc1cc(NC(=O)C2CCN(c3cnc4ccccc4n3)CC2)cc(OC)c1OC was read as p53ts 39C kill -3%, IkB signaling 2.1%, Imprint erasure 7%[10.9 µM] and p53ts 32C tox 14%.
For COC(=O)[C@@H]1CC[C@H](C)[C@@H](c2ccc(C)cc2)N1C(=O)c1ccc(/C=N\OC[C@@H](C)[C@H](OCc2ccccc2)C(C)C)cc1 the results were p53ts 39C kill 7%[9.22 µM] and p53ts 32C tox -1%[9.22 µM].
`O=C(CCC(=O)c1ccccc1)Nc1ccc(F)c(Cl)c1` gave p53ts 39C kill 3%, IkB signaling inconclusive, Imprint erasure -12%[10.9 µM] and p53ts 32C tox 8%.

Ordered by SMILES length (low to high): part of the list above
Screening CCCC(=O)Nc1nc2ccc(OCC)cc2s1 returned p53ts 39C kill -15%, IkB signaling 2.4%, Imprint erasure -30% and p53ts 32C tox -24%.
Screening COC(=O)c1[nH]c2ccccc2c1NC(=O)Oc1ccccc1 returned p53ts 39C kill -21%, IkB signaling 1.9%, Imprint erasure -69%[inhibitor] and p53ts 32C tox -14%.
For COC(=O)[C@@H]1CC[C@H](C)[C@@H](c2ccc(C)cc2)N1C(=O)c1ccc(/C=N\OC[C@@H](C)[C@H](OCc2ccccc2)C(C)C)cc1 the results were p53ts 39C kill 7%[9.22 µM] and p53ts 32C tox -1%[9.22 µM].
